KB-V1 MDR tox = KB-V1 MDR subline cytotoxicity; KB-V1 MDR cells viability, CellTiter-Glo, 72 h; AID 1347076; Potency, µM (doses to about 46.1 µM), without a hit: top-dose activity change, negative = cytotoxicity, hits mostly cytotoxic; 400,000 compounds, 3.4% hits; further: potency means the concentration at half of the fitted maximal effect; on the % scale 0 is the no-effect control and ±100 the full control effect; nearly all actives have a fitted effect of over 60% in size
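KB-V1, DMEM (no phenol red) + 10% FBS; cpd pin-transferred, titration series; 72 h, 37 degrees C; CellTiter-Glo, luminescence. Data normalized, curve-fit.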
ATXN2 expr inh = ATXN2 expression inhibition. HEK-293 ATXN2-luciferase reporter, luminescence, 24 h. 360,000 compounds, 0.72% hits. AID 1745845. Potency, µM (top dose mostly 57 µM), inactives show at the top dose activity change, negative = inhibition, usual class: inhibitors; further: potency means the concentration at half of the fitted maximal effect; on the % scale 0 is the no-effect control and ±100 the full control effect; nearly all actives have a fitted effect of over 55% in size
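ATXN2-luciferase reporter cells (luciferase flanked by upstream and downstream ATXN2 gene portions) were treated 24 h at 37 °C with compounds at up to 57 uM. SteadyGlo luminescence gave expression; GF-AFC fluorescence gave viability.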
IL1B secr inh = inflammasome signaling inhibition, IL-1 beta readout; activity change, % at 57.5 µM; 360,000 compounds, 4.7% hits; THP-1 LPS/ATP IL-1B secretion, AlphaLISA, 16 h; hits give low values; in the data active means activity change below about -50%; inconclusive means mostly about -30% to -49%; further: on the % scale 0 is the no-effect control and ±100 the full control effect
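Secreted IL-1B measured by AlphaLISA bead assay after 16 h compound exposure of THP-1 cells; compounds (final up to 57.5 uM) added 1 h before LPS (250 ng/mL) and ATP (1.25 mM) stimulation; lower signal means less secretion.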
HT1080-NT tox = kills 2HG-producing HT-1080-NT fibrosarcoma cells. HT-1080-NT fibrosarcoma viability, CellTiter-Glo ATP luminescence, 48 h. Potency, µM (titrated, usually from 46.1 µM), for inactives: at the highest dose activity, negative = less viability, most hits filed as cytotoxic. 360,000 compounds, 1.6% hits. AID 686970;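 further: NT is the 2HG producing partner of a matched IDH1 knockdown line; potency means the concentration at half of the fitted maximal effect; 0% = DMSO-treated cells and -100% = media-only wells without cells; nearly all actives have a fitted effect of over 55% in size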
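Viability of the 2HG-overproducing fibrosarcoma line after 48 hours of compound exposure at 37 degrees C was determined by luminescence with CellTiter-Glo, and concentration-effect curves were then fitted and categorized.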
KB-3-1 cytotox = kills parental KB-3-1 adenocarcinoma cells | KB-3-1 viability, CellTiter-Glo ATP luminescence, 72 h | Potency, µM (top dose mostly 46.1 µM), for inactives: at the highest dose activity change, negative = cytotoxic, most hits filed as cytotoxic | 400,000 compounds, 1.4% hits; further: potency means the concentration at half of the fitted maximal effect; on the % scale 0 is the no-effect control and ±100 the full control effect; nearly all actives have a fitted effect of over 60% in size
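Cytotoxicity in the drug-sensitive parental line KB-3-1 was scored as loss of CellTiter-Glo luminescence following 72 h incubation with compound. Values come from curve fitting of normalized concentration-response data.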
HT1080 IDH1KD tx = HT-1080 IDH1 knockdown cell toxicity (counter line); HT-1080 IDH1 knockdown viability, ATP luminescence, 48 h; Potency, µM (series often up to 46.1 µM), for inactives: at the highest dose activity, negative = toxicity, most hits filed as cytotoxic; 360,000 compounds, 2% hits; AID 686971;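 further: potency means the concentration at half of the fitted maximal effect; 0% = DMSO wells and -100% = cell-free medium wells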
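% activity derives from luminescence (CellTiter-Glo), normalised to DMSO and no-cell wells. HT-1080-IDH1KD cells, 750/well, had 48 h compound exposure at 37 °C.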
MCF10A rerep = DNA re-replication induction in MCF 10a cells | Potency, µM (doses to about 46.1 µM), without a hit: top-dose activity, positive = re-replication, actives largely listed as activators | MCF 10A DNA re-replication, Hoechst nuclear intensity, 48 h | 350,000 compounds, 2.9% hits; further: potency means the concentration at half of the fitted maximal effect; % of control where 0% means no effect; nearly all actives have a fitted effect of over 50% in size
SW480 rerep = DNA re-replication induction in SW480 cells. Potency, µM (doses to about 46.1 µM), inactives show top-dose re-replication activation, most hits filed as activators. SW480 DNA re-replication, Hoechst DNA content imaging, 48 h. 340,000 compounds, 1.8% hits. AID 624297; further: potency means the concentration at half of the fitted maximal effect; % of control where 0% means no effect; nearly all actives have a fitted effect of over 55% in size
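Image-based DNA-content assay: after two days of treatment, nuclei were labelled with the DNA dye Hoechst and imaged, and hits were compounds raising the count of nuclei showing high fluorescence intensity.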
ATXN viability = reduces viability in counter-screen for ATXN expression inhibitors; S2 cells (HEK-293 line with an ATXN2-luciferase reporter) viability, CellTiter-Fluor protease fluorescence, 24 h; Potency, µM (highest dose often 56.7 µM), actives largely listed as cytotoxic; 400,000 compounds, 0.49% hits; AID 651635; further: potency means the concentration at half of the fitted maximal effect; nearly all actives have a fitted effect of over 40% in size
Starred values were filed as active, the others as inactive; i = inactive; ? = inconclusive; nt = no result given; & = joins results of further samples; [ ] = another dose, or the depositor's remark. Unless noted, the call rests on the fitted dose curve; in most records, active means well fitted curve in the direction sought with a large enough effect; inconclusive means small, poorly fitted or top-dose-only effect, or another doubt; inactive means no such curve, though single readings can be large; an effect the other way counts as inactive or inconclusive. These rows are one share of the data, so the mix of outcomes need not match the whole.

SMILES	KB-V1 MDR tox	ATXN2 expr inh	IL1B secr inh	HT1080-NT tox	KB-3-1 cytotox	HT1080 IDH1KD tx	MCF10A rerep	SW480 rerep	ATXN viability
COC(=O)C1=C(c2cccc(OC)c2OC)C[C@@H]2CC[C@H]1N2C(=O)NCCO	?	7%	12	0%	2%	-14%	3%	8%	i
COc1ccc(C[C@@H]2c3cc(O)c(OC)cc3CCN2C)cc1O	-8%	4%	7	-5%	-17%	-6%	1%	-2%	i
CCCCCCC(Cl)(Cn1ccnc1)c1ccccc1 (configuration not stated)	?	?	-18	-7%	?	-10%	13%	-9%	i
COc1ccccc1CCNC1CCCCCC1	?	-34%	-12	-9%	-13%	-13%	4%	1%	i
Cc1nn(Cc2ccccc2)c(Cl)c1C(=O)OCC(=O)N1CCCC1	-2%	nt	-1	12%	1%	0%	3%	-31%[inhibitor]	i
CCC1(c2ccc(N)cc2)CCC(=O)NC1=O (configuration not stated)	5%	-1%&-3%&6%	32	?	0%	10%	-2%	-29%	i
COC(=O)C1=C(c2ccc(F)cc2F)C[C@@H]2CC[C@H]1N2C(=O)NC1CCCCC1	-3%	6%	2	6%	4%	5%	20%	-4%	i
Cc1cccnc1-n1c(-c2ccco2)nc2ccccc2c1=O	1%	-13%	21	10%	-1%	11%	0%	2%	i
Nc1c2c(nc3ccccc13)CCN(Cc1ccccc1)C2	?	nt	-9	0%	1%	-4%	0%	-4%	nt
CC(C)CC(=O)NC(Oc1ccc(Cl)cc1)C(Cl)(Cl)Cl (configuration not stated)	18%	1%	-6	-18%	6%	-11%	6%	-2%	?
CCCCn1c(=O)c(C(=O)NCc2ccccc2)c(O)c2ccccc21	-12%	nt	26	-1%	-6%	0%	-4%	1%	?
COc1ccc2[nH]c(C)c(CCNCc3cc(OC)c(OC)c(OC)c3)c2c1	?	-7%	4	-6%	-7%	-17%	12%	-11%	?
O=[N+]([O-])c1cccc(C2N3CCCN23)c1 (configuration not stated)	0%	nt	6	9%	-9%	10%	-5%	-78%[inhibitor]	i
CCOC(=O)[C@]12Cc3cc(C)ccc3[C@H]1N(CCC(=O)OC)C(=O)c1ccccc12	4.1µM*	-29%	-113*	16µM*	13µM*	13µM*	nt	nt	18µM*
CCN(CC)CCCN=Cc1c(O)n(CCc2ccc(F)cc2)c(=O)[nH]c1=O	2%	-9%	-14	4%	1%	5%	?	1%	i
CC(C)OC(=O)Nc1ccc(N=C(N)N[N+](=O)[O-])cc1	1%	4%	-12	-2%	-15%	-5%	0%	14%	i
Cc1cccc(N2C(=O)NC(=O)/C(=C\c3cccn3-c3ccc(Cl)cc3)C2=O)c1	18µM*	?	-90*	?	?	?	?	?	?
ClCCN1CCSCC1	4%	12%	-14	0%	9%	16%	0%	-4%	i
CC(=O)N1CC(=O)Nc2ccc(F)cc2C1c1ccccc1 (configuration not stated)	5%&-6%	-1%&5%	0	0%	2%&4%	0%	-1%	-8%	i
COc1cc(C(=O)N2Cc3ccccc3-n3nncc3C2)cc(OC)c1OC	21%	5%	47	-4%	2%	3%	nt	nt	i
Cc1c(C(=O)N2CCC3(CC2)OCCO3)oc2ccc(S(=O)(=O)N3CCOCC3)cc12	-2%	4%	0	6%	0%	14%	0%	-21%	i
COc1cc(N2CCOCC2)ccc1/C=C1\C(=O)NC(=O)N(C2CCCCC2)C1=O	0%	22%	-5	0%	0%	8%	1%	-2%	i
Clc1ccc(C(c2ccc(Cl)cc2)C(Cl)(Cl)Cl)cc1	nt	-28%	nt	nt	nt	nt	?	0%	i
COc1cc(C(=O)N/N=C/c2ccc(OC(=O)N3CCOCC3)cc2)cc(OC)c1OC	?	nt	56	?	1%	23µM*	6.5µM*	21µM*	i
O=C(CCN1CCOCC1)NCC(=O)Nc1ccc(Br)cc1C(=O)c1ccccc1	6%	-5%	-18	-13%	0%	0%	2%	0%	?
SMILES	KB-V1 MDR tox	ATXN2 expr inh	IL1B secr inh	HT1080-NT tox	KB-3-1 cytotox	HT1080 IDH1KD tx	MCF10A rerep	SW480 rerep	ATXN viability
COc1cccc(C2(O)CCN(Cc3ccncc3)CC2)c1	-10%	-11%	2	1%	18%	-3%	1%	-12%	i
CN1CCC(c2c[nH]c3ccccc23)C1 (configuration not stated)	-16%	nt	?	-3%	-5%	-9%	1%	-1%	i
CCOC(=O)C1C(=O)NC2(C)CC1c1cc(OC)ccc1O2 (configuration not stated)	2%	1%	-2	0%	11%	22%	?	8%	i
Cc1cc(N(CCCl)CCCl)ccc1/C=N/NC(=O)c1ccco1	-9%	?	6	-10%	?	-28%	?	?	i
O=[N+]([O-])c1ccc(N2CCCC2)c2ccncc12	-5%	nt	15	-7%	-1%	-21%	13%	-6%	?
CN(C)C(=O)Oc1c(Cl)cc(Cl)c2ccccc12	0%	-15%	26	-5%	-15%	-9%	?	7%	i
COc1ccc(NC(=S)NC(NC(=O)CF)C(Cl)(Cl)Cl)c([N+](=O)[O-])c1 (configuration not stated)	-13%	3%	-17	1%	0%	-1%	-1%	1%	i
CCN1C[C@@]2(COC)C3[C@@H](OC)[C@H]4[C@@H]1[C@@]3(C1C[C@H]3[C@H](OC(=O)c5ccccc5)C1[C@]4(OC(C)=O)C[C@H]3OC)[C@@H](OC)C[C@H]2O (some centres not stated)	14%	-9%	3	0%	0%	-1%	26%	-2%	i
CCC1(c2ccccc2)CCC(=O)NC1=O (configuration not stated)	nt	7%	nt	nt	nt	nt	7%	-2%	i
COc1ccc2c(c1)c(CCN)c(C)n2Cc1ccccc1	-18%	?	-52*	?	?	?	0%	-48%[inhibitor]	?
COc1cc2c(cc1OC)-c1c3c(cc4c1[C@@H](C2)N(C)CC4)OCO3	?	?	-81*	?	0%	?	?	?	i
Cc1[nH]c2ccc(OC(F)(F)F)cc2c1CCNCc1ccc(Cl)cc1	?	20µM*	-97*	?	?	15µM*	?	16µM*	?
CCOP(=O)(OCC)Oc1cc(C)c(N(C)C)c(C)c1	-3%	14%	2	-27%	-13%	-30%	2%	20%	i
Clc1ccc2c(c1)C(c1ccccc1Cl)=NCc1nncn1-2	0%	0%	11	-7%	-1%	-4%	1%	-6%	i
Cc1cccc(N/N=C/c2c(O)[nH]c(=S)[nH]c2=O)c1	0%	-2%	24	-11%	-10%	-20%	?	2%[9.22 µM]	?
O=C(c1ccc(Br)cc1)C12CN3CN(CN(C3)C1)C2	?	-17%	-5	3%	12%	6%	-1%	-3%	i
CCN1C[C@]2(COC)CC[C@H](O)[C@@]34C5C[C@H]6[C@H](O)C5[C@](O)(C[C@H]6OC)[C@@H]([C@H](OC)C23)[C@@H]14 (some centres not stated)	9%	-5%	8	-3%	0%	2%	16%	-6%	i
COc1cccc(CNCCc2cccc(F)c2)c1OC	-22%	nt	-8	-9%	-8%	3%	5%	-4%	nt
O=C(NCc1ccc(C(=O)N2CCC3(CC2)OCCO3)cc1)c1cccc(Br)c1	-12%	3%	26	6%	-2%	11%	1%	-4%	i
O=C(c1csc2c1CCCCC2)N1CCC2(CC1)OCCO2	0%	0%	-9	-1%	-5%	6%	7%	-8%	i
CC1(C)C(C(=O)N2CCN(C(=O)c3ccccc3)CC2)C1(C)C	-2%	-11%	6	-4%	-4%	-1%	14%	-7%	i
Cc1ccc(CN2CCCC(C(=O)c3cccc(C(F)(F)F)c3)C2)o1 (configuration not stated)	?	-19%	0	-16%	-25%	-12%	5%	-4%	nt
COc1ccccc1-n1c(/C=C/c2ccccn2)nc2ccccc2c1=O	?	2%	nt	?	?	?	?	?	?
Cc1cc(C(=O)CS(=O)c2ccc(F)cc2)cc(C)c1OC(=O)N(C)C (configuration not stated)	-7%	0%	13	1%	-8%	0%	-9%	-8%	i
COc1cc(N2C(=O)CC(=O)NC2=O)cc(OC)c1OC	7%	-7%	11	7%	19%	27%	21%	?	i
SMILES	KB-V1 MDR tox	ATXN2 expr inh	IL1B secr inh	HT1080-NT tox	KB-3-1 cytotox	HT1080 IDH1KD tx	MCF10A rerep	SW480 rerep	ATXN viability
O=c1c2ccccc2nc(/C=C/c2ccc([N+](=O)[O-])o2)n1-c1ccc(O)cc1	?	13µM*	-88*	?	?	2.6µM*	?	4.6µM*	10µM*
Cc1ccc([N+](=O)[O-])cc1	-2%	2%	12	23%	0%	0%	-40%[inhibitor]	-17%	i
C[C@]12CCC3C(C[C@@H](O)[C@H]4C[C@@H](O)CC[C@]34C)C1CC[C@@H]2O (some centres not stated)	0%	-4%	-6	12%	13%	14%	-43%[inhibitor]	-20%	i
Clc1cc(I)cc(Cl)c1NC1=NCCN1	-2%	-10%	6	30%	0%	1%	10%	-2%	i
COc1ccc(OC(=O)N(C)C[C@@H]2OCc3cnnn3CCCC(=O)N([C@H](C)CO)C[C@@H]2C)cc1	?	4%	6	5%	20%	17%	nt	nt	i
O=C(O)c1ccc(/C=C/c2nc3ccccc3c(=O)n2-c2ccc(Br)cc2)cc1	-15%	-34%	?	-5%	-3%	-20%	?	?	i
CC1CCC2[C@@H](C)C(=O)OC3O[C@]4(C)CCC1C32OO4 (some centres not stated)	-5%	-7%	-10	0%	-10%	-7%	10%	0%	?

Four records picked at random from the list so far:
SMILES	KB-V1 MDR tox	ATXN2 expr inh	IL1B secr inh	HT1080-NT tox	KB-3-1 cytotox	HT1080 IDH1KD tx	MCF10A rerep	SW480 rerep	ATXN viability
C[C@]12CCC3C(C[C@@H](O)[C@H]4C[C@@H](O)CC[C@]34C)C1CC[C@@H]2O (some centres not stated)	0%	-4%	-6	12%	13%	14%	-43%[inhibitor]	-20%	i
O=c1c2ccccc2nc(/C=C/c2ccc([N+](=O)[O-])o2)n1-c1ccc(O)cc1	?	13µM*	-88*	?	?	2.6µM*	?	4.6µM*	10µM*
O=C(O)c1ccc(/C=C/c2nc3ccccc3c(=O)n2-c2ccc(Br)cc2)cc1	-15%	-34%	?	-5%	-3%	-20%	?	?	i
CC1CCC2[C@@H](C)C(=O)OC3O[C@]4(C)CCC1C32OO4 (some centres not stated)	-5%	-7%	-10	0%	-10%	-7%	10%	0%	?

Bioassay records as filed in PubChem BioAssay.
